# Compound activity deposited in PubChem BioAssay by National Center for Advancing Translational Sciences (NCATS).
# DT40 TDP1 CPT = qHTS for Inhibitors of human tyrosyl-DNA phosphodiesterase 1 (TDP1): qHTS in cells in presence of CPT | chicken DT40 Tdp1-/-;hTDP1 cells + 20 nM CPT, ATP luminescence, 48 h | Potency, µM (titrated, usually from 46.2 µM), without a hit: at the top dose activity change, negative = growth inhibition, hits mostly inhibitors | 420,000 tested, 12% active; note: nearly all actives have a fitted effect of over 55% in size
#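 Cell growth measured by CellTiter-Glo luminescence after a minimum 48 h, 37 C compound exposure with 20 nM CPT in Tdp1-knockout DT40 cells stably expressing hTDP1, seeded 400/well; qHTS titration format.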
# TDP1 block = qHTS Assay for Inhibitors of Tyrosyl-DNA Phosphodiesterase (TDP1). recombinant TDP1, AlphaScreen DNA substrate cleavage. Potency, µM (series often up to 130 µM), without a hit: at the highest dose activity change, negative = inhibition, actives largely listed as inhibitors. 350,000 tested, 0.28% active. AID 485290, 2010; note: nearly all actives have a fitted effect of over 40% in size
# Target sequence (Q9NUW8 whole entry, looked up): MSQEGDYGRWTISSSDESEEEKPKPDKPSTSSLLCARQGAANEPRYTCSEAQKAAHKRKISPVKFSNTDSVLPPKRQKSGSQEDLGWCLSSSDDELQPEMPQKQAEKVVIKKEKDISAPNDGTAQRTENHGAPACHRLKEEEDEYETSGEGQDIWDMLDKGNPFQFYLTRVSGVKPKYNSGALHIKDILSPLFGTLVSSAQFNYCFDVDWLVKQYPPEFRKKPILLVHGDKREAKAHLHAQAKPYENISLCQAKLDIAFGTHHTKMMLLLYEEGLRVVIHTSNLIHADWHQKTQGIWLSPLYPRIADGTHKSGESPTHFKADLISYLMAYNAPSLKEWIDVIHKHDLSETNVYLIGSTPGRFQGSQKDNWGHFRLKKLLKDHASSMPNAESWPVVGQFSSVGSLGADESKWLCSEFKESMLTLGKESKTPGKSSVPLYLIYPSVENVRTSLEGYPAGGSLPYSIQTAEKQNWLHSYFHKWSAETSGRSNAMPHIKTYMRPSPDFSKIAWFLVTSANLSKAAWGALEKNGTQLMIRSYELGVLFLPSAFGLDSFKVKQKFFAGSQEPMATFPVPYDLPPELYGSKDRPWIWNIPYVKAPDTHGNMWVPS
#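 E. coli-derived human Tdp1, 1 nM final. Cpd preinc 15 min RT; substrate 15 nM final, 5 min RT; AS bead mix 10 ug/ml final, 10 min RT. Signal loss = tyrosine-FITC cleavage. No-enzyme wells = max signal.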
# DT40 TDP1 no CPT = qHTS for Inhibitors of human tyrosyl-DNA phosphodiesterase 1 (TDP1): qHTS in cells in absence of CPT | DT40 Tdp1-/- hTDP1 cells, no CPT, ATP luminescence, 48 h | Potency, µM (titrated, usually from 46.2 µM), without a hit: top-dose activity change, negative = growth inhibition, actives largely listed as inhibitors | 420,000 tested, 15% active | AID 686978, 2013; note: nearly all actives have a fitted effect of over 55% in size
#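 Cells were dispensed at 400 per well, compounds added by pin tool, plates incubated ≥48 hr at 37 °C, then CellTiter-Glo added for 30 min at room temperature before luminescence reading. Line: DT40 Tdp1-/- complemented with hTDP1; camptothecin omitted.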
# * = called active by the depositor; ? = inconclusive; nt = not tested or not shown; & = joins results of further samples; [ ] = remark or other dose. Calls come from the whole dose curve; as a rule, active = well fitted curve in the direction sought with a large enough effect; inconclusive = small, poorly fitted or top-dose-only effect, or another doubt; inactive = no such curve, though single readings can be large; an effect the other way counts as inactive or inconclusive. % is set by controls: 0 for no effect and ±100 for the full control effect; potency is the fitted concentration of half-maximal effect.
item	SMILES	DT40 TDP1 CPT	TDP1 block	DT40 TDP1 no CPT
1	Cc1ccc(-c2c(CN3CCN(c4cccc(C)c4)C(C)C3)csc2C)cc1 (stereo not given)	?	5.1%	16.4µM*
2	O=C(Nc1ccccc1)c1cn(-c2ccccc2)nc1-c1ccccc1	?	2.9%	16.4µM*
3	CC1=C(c2ccc(C)c(C)c2)S(=O)(=O)N=C1N1CCC(C(=O)NCCc2ccco2)CC1	?	7.1%	?
4	COc1ccc(/C=N/NC(=O)c2ccccc2Cl)cc1CSc1nc2ccccc2s1	5.8µM*	3.9%	4.61µM*
5	CCc1c(C)nc2ncnn2c1N1CCCC(C(=O)NCc2ccco2)C1 (stereo not given)	?	7.1%	?
6	CCn1cc(C(=O)NCC(OC)OC)c(=O)c2cc(S(=O)(=O)N(C)C3CCCCC3)ccc21	?	2.6%	-23.0%
7	CC(C)(C)C(=O)O/N=C1\CCS(=O)(=O)c2sccc21	9.0%	0.0%	-4.5%
8	Cc1[nH]nc(-c2ccc(OCc3cnn(-c4ccccc4)c3)cc2O)c1Oc1ccc(F)cc1	?	9.6%	?
9	CCOC(=O)C1C(c2cc(OC)c(OC)c(OC)c2)NC(=S)NC1(O)C(F)(F)F (stereo not given)	0.8%	-3.1%	15.9%
10	CCCCn1c(N)c(N(CCC(C)C)C(=O)c2c(CC)noc2C)c(=O)[nH]c1=O	-1.3%	nt	4.2%
11	Nc1ccccc1NC1=CC(=O)CC(c2ccco2)C1 (stereo not given)	-11.2%	12.0%	-0.1%
12	Cc1cc(C)cc(N(CCC(=O)Nc2nnc(C3CC3)s2)S(=O)(=O)c2ccc(Cl)cc2)c1	?	4.7%	?
13	CCOc1ccc(-c2cccc(NS(=O)(=O)c3ccc([N+](=O)[O-])cc3)c2)nn1	?	8.0%	-6.0%
14	CS(=O)(=O)N(CC(=O)NCc1cccnc1)C1CCCCC1	-0.4%	5.1%	-26.7%
15	Cc1ccc(CN2CCNC(=O)C2CC(=O)NCc2cc(C)n(C)n2)cc1 (stereo not given)	-3.0%	5.6%	-10.4%
16	CC(=O)c1c(C)[nH]c(C(=O)COC(=O)c2nccnc2N)c1C	-14.6%	1.0%	0.5%
17	O=C(O)CC1(CC(=O)Nc2ccc(Oc3cccc(C(F)(F)F)c3)nc2)CCCC1	-8.9%	0.0%	-18.6%
18	COc1ccc(NC(=O)c2ccco2)cc1NC(=O)c1c(OC)cccc1OC	5.8%&-28.7%	-1.1%	?
19	Cn1c(SCc2ccccc2)nccc1=O	2.9%	nt	0.7%
20	Cc1cccc(/C=N/NC(=O)CC(=O)NCCc2ccccc2)c1	0.5%	nt	?
21	O=C1c2cccnc2C(=O)N1c1ccccc1-c1ccccc1	-4.9%	7.4%	-2.3%
22	COc1ccc(OCC(=O)N/N=C2/C=C(C)CC2)cc1	18.4%	2.6%	-2.3%
23	NCCCCCNC(=O)c1[nH]cnc1C(=O)N[C@@H](Cc1ccccc1)C(=O)OCc1ccccc1	6.3%	4.3%	8.7%
24	C(=NNC1=NCCN1)c1ccnc2ccccc12	-4.4%	nt	?
25	CCN(CC)C(=O)c1sc2c(c1C)c(=O)n(-c1ccc(C)c(C)c1)c(=O)n2CC(=O)Nc1ccc(F)cc1	-26.7%	-10.3%	?
26	N#Cc1c(-c2cccnc2)c2c([nH]c1=S)CCCC2	-10.3%	-1.0%	-18.4%
27	CS(=O)(=O)c1ccc(-n2c(=O)n(Cc3ccccc3)c(=O)c3[nH]cnc32)cc1	1.2%	nt	-10.3%
28	CCC(C)NC(=O)CCCN1C(=O)CCn2nc(-c3cccn3C)cc21 (stereo not given)	-11.4%	5.3%	0.2%
29	Cc1cccc(NS(=O)(=O)c2cccs2)c1	1.2%	5.9%	5.9%
30	Cc1ccc(NC(=O)CSc2nc(=O)n(CCN3CCOCC3)c3c2CCCC3)cc1	-16.9%	2.2%	-21.6%
31	COc1cc(/C=N\NC(=O)c2ccc(-c3ccccc3)cc2)cc(Br)c1O	?	-3.1%	?
32	O=c1[nH][nH]c(-c2ccccc2)c1C=Nc1ccccc1Cl	0.4%	4.8%	-19.2%
33	CCc1nnc(NC(=O)c2cc(S(=O)(=O)N(CC)CC)ccc2Cl)s1	-12.7%	0.0%	-11.9%
34	COc1ccc(NC(=O)Cc2csc(NC(=O)Nc3ccccc3OC)n2)cc1	25.9µM*	nt	23.1µM*
35	Cc1cccc(NC(=S)Nc2cccc3ccccc23)c1	?	4.3%[56.1 µM]	-9.8%
36	CNc1ccccc(-c2ccc3cc4c(cc3n2)OCO4)c1=O	1.9%	nt	-6.1%
37	COc1ccc(CN([C@H](C)CO)S(=O)(=O)N(Cc2ccccc2)[C@H](CO)C(C)C)cc1	35.5µM*	-0.3%	16.4µM*
38	CC(C)(C)n1nc2c(c1NC(=O)c1cc([N+](=O)[O-])ccc1Cl)CS(=O)(=O)C2	?	6.1%	?
39	CCCOc1ccccc1Cn1c(=O)oc2ccc(C)cc21	?	-0.7%	-26.1%
40	CCN(c1ccccc1)S(=O)(=O)c1ccc(OC)c(NC(=O)Cn2cnc3c2c(=O)n(C)c(=O)n3C)c1	?	3.8%	?

# Taken from above:
# `CCOC(=O)C1C(c2cc(OC)c(OC)c(OC)c2)NC(=S)NC1(O)C(F)(F)F` (stereo not given) – DT40 TDP1 no CPT = 15.9%
# `COc1ccc(/C=N/NC(=O)c2ccccc2Cl)cc1CSc1nc2ccccc2s1` – DT40 TDP1 CPT = 5.8µM*
# `CCN(c1ccccc1)S(=O)(=O)c1ccc(OC)c(NC(=O)Cn2cnc3c2c(=O)n(C)c(=O)n3C)c1` – TDP1 block = 3.8%

# Entries of single compounds, looked up by structure. Screens in order: DT40 TDP1 CPT | TDP1 block | DT40 TDP1 no CPT
# `Cc1cccc(NC(=S)Nc2cccc3ccccc23)c1` is listed with ? | 4.3%[56.1 µM] | -9.8%
# `CCC(C)NC(=O)CCCN1C(=O)CCn2nc(-c3cccn3C)cc21` (stereo not given) is listed with -11.4% | 5.3% | 0.2%
# `Cc1cccc(NS(=O)(=O)c2cccs2)c1` is listed with 1.2% | 5.9% | 5.9%

# Next section
item	SMILES	DT40 TDP1 CPT	TDP1 block	DT40 TDP1 no CPT
41	CCNc1nc(NCC)n2c(SCC(=O)O)nnc2n1	8.9%	1.0%	-3.8%
42	CC1N(C)c2cc(NC(=O)c3cccs3)c(P(=O)(Nc3ccc([N+](=O)[O-])cc3)N3CCOCC3)cc2C1(C)C (stereo not given)	?	10.4%	18.4µM*
43	CC(C)CC(=O)Nc1ccc(S(=O)(=O)N2CCCC2)cc1	?	nt	-21.2%
44	Cc1ccc(-c2cc(C(F)F)n3ncc(C(=O)NN4CCCCC4)c3n2)cc1	20.6µM*	-5.4%	23.1µM*
45	COc1ccccc1-c1oc2ccccc2c1C#CC1(O)CCCCC1	-1.8%	-8.9%	?
46	CCCCCCCCN1C(=O)[C@H](CC(=O)N2CCCCC2)C[C@@]2(C(=O)OC)CCCCC=C12	?	nt	25.9µM*
47	CC(C)CCNC(=O)CN(CC1CCCO1)C(=O)CCC(=O)Nc1nccs1 (stereo not given)	2.9%	6.1%	-17.2%
48	O=C(C=Cc1ccccc1)NCCNC(=O)C=Cc1ccccc1	-15.5%	nt	-5.3%
49	COC(=O)c1ccc(NC(=O)Cn2nc(C(=O)Nc3ccc(C)cc3)ccc2=O)cc1	21.8%&-4.3%	-0.1%&-0.5%	3.7%&2.9%
50	Cc1ccc(C)c(NC(=O)CN2C(=O)NC(C)(c3ccc4c(c3)OCCO4)C2=O)c1 (stereo not given)	-29.0%	0.3%	-15.8%
51	Cc1cccc(NC(=O)Cn2nc3c4ccccc4n(Cc4ccccc4)cc-3c2=O)c1	?	0.0%	?
52	CCCCN(C)C(=O)c1sc(=O)n(CC(=O)c2ccccc2OC)c1C	?	nt	?
53	CCn1cc(C(=O)O)c(=O)c2cc(F)c(N3CCN(C(=S)NC(=O)c4ccc(F)c(F)c4)CC3)cc21	?	-3.6%	?
54	COc1cccc(NC(=O)Nc2ccc(CC(=O)O)cc2)c1	-4.4%	0.0%	-12.2%
55	Cc1ccc(-c2csc(NS(=O)(=O)c3cccc(F)c3)n2)o1	-12.9%	-0.7%	-19.2%
56	C=C1CCC[C@]2(C)C[C@H]3OC(=O)C(CN(C)CC(OC)OC)[C@H]3CC12 (stereo not given in full)	?	nt	?
57	O=C(NNC(=S)NCc1ccc(Cl)cc1)c1cccnc1	-17.5%	4.7%	20.1%
58	CC(C)Cc1nc2cc(NS(=O)(=O)N(C)C)cc(C(=O)N3CCc4ccccc4C3)c2n1C	6.7%[9.04 µM]	nt	-15.9%
59	COc1cccc(S(=O)(=O)N(C)C[C@@H]2Oc3ncc(C#CCN(C)C)cc3C(=O)N([C@H](C)CO)C[C@H]2C)c1	-20.7%	nt	?
60	O=C(COc1ccccc1)Nc1ccc([N+](=O)[O-])cc1	10.6%	2.4%	-3.0%
61	CCc1nc(Nc2ccc(O)cc2)c2oc3ccccc3c2n1	?	nt	?
62	CN1CCN/C1=C(/C(Cl)=C(Cl)Cl)[N+](=O)[O-]	11.6µM*	5.3%	23.1µM*
63	CC(=O)N1CC(=O)N(OCc2ccccc2)C1c1ccc(Cl)cc1Cl (stereo not given)	-29.8%	3.4%	-3.5%
64	CCCCCn1c(=O)[nH]c2cc(C(=O)O)ccc2c1=O	1.1%	10.0%	-8.0%
65	O=C(COC(=O)C1COc2ccccc2O1)c1ccc(F)cc1 (stereo not given)	-17.4%	nt	-21.1%
66	CCOc1cccc(-c2c(C(=O)N/N=C/c3ccc(C)o3)nnn2-c2nonc2N)c1	-18.4%	4.7%	11.3%
67	CC1CCN(C(=O)COC(=O)c2ccc(Cl)nc2)CC1	-1.6%	-0.3%	0.5%
68	CC1(C(=O)Nc2ccc3c(c2)OCCO3)CCN1C(=O)Cc1cc(F)ccc1F (stereo not given)	?	nt	?
69	O=C(NCCc1ccccc1)c1ccc(NC(=O)C2CCCC2)cc1	-21.3%	nt	-23.7%
70	Cc1cc(Cl)ccc1OC(C)C(=O)OCC(=O)Nc1ccc2[nH]c(=O)[nH]c2c1 (stereo not given)	-1.4%	-0.4%	14.7%
71	COc1cccc(-c2nc(CS(=O)CC(=O)NCc3ccc(F)cc3)c(C)o2)c1 (stereo not given)	?	4.0%	?
72	O=C(O)CCn1c(SCc2ccccc2)nc2ccccc21	?	-3.3%	1.5%
73	O=c1[nH]c2cc(Cl)cc(Cl)c2[nH]c1=O	-3.4%	1.0%	3.0%
74	O=C(C(=O)N1CCN(c2cccc(Cl)c2)CC1)N1CCCCC1	16.7%	0.0%	-20.8%
75	Cc1ccc(C)c(N2CCN(CCCNC(=O)c3ccc4nc(N5CCC(C)CC5)sc4c3)CC2)c1	14.6µM*	-2.5%	9.2µM*
76	CN(CCc1ccccc1)C1CCCN(S(=O)(=O)N(C)C)C1 (stereo not given)	16.3%	nt	8.3%
77	O=C(NCc1ccco1)C1CC(O)CN1C(=O)Nc1ccccc1 (stereo not given)	-0.4%	-7.0%[0.0935 µM]	-0.1%
78	COc1ccc(N2CC(C(=O)Nc3ccccc3-c3nc(-c4ccc(C)cc4)no3)CC2=O)cc1 (stereo not given)	-3.4%	8.6%	-7.3%
79	O=C(NCCN1CCOCC1)/C(=C/c1ccccc1)NC(=O)c1ccccc1	-10.8%	nt	11.9%
80	Cc1ccc(-n2c(SCC(=O)NCC3CCCO3)nc3ccccc3c2=O)cc1 (stereo not given)	?	0.8%	-0.7%
81	O=C(NCc1ccc(F)cc1)c1cc(-c2ccncc2)nc2ccccc12	?	4.2%	?
82	CCCCc1nnc(NC(=O)Cc2ccc(OC)c(S(=O)(=O)N3CCOCC3)c2)s1	7.1%	0.3%	-5.0%
83	O=C(COC(=O)Cc1ccc(F)cc1)NCCc1ccccc1	10.9%	-0.2%	2.0%
84	O=C(O)C1CSC2(c3ccc(Br)cc3)CCC(=O)N12 (stereo not given)	19.7%	2.6%	?
85	CCN(CC)S(=O)(=O)c1ccc2c(c1)nc(SCn1nnc3ccccc3c1=O)n2CC	-24.5%	3.9%	?
86	Cc1ccc(S(=O)(=O)N2CCC(C(=O)NCCCN3CCCC3=O)CC2)cc1	11.7%	-0.1%	0.8%
87	CC1(C)Cc2c(cnn2-c2cccc(F)c2)C(NC(=O)c2csnn2)C1 (stereo not given)	-26.2%	2.9%	-17.5%
88	COc1ccc(OC)c(S(=O)(=O)NCc2cccnc2)c1	-0.7%	2.2%	-5.2%
89	COc1ccc(CN2CCOc3ccc(CN4CCC(Oc5cccnc5)CC4)cc3C2)cc1C	-10.4%[9.04 µM]	nt	?
90	Cc1ccc(-c2cc(C(=O)Nc3nn[nH]n3)c3ccccc3n2)c(C)c1	10.7%	6.8%	1.4%
